H9c2 protect = protects H9c2 cardiomyocytes from peroxide injury; H2O2 injury protection, ATPLite, 2 h; protection from H2O2 cell death, % at 20 µM; 360,000 compounds, 0.63% hits; AID 588492;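 active means compounds giving at least 50% protection of heart cells from peroxide-induced death in the single-dose screen, raw or plate-pattern-corrected value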;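 further: 0% = DMSO wells with peroxide and 100% = DMSO wells without peroxide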
PDI turbidity = PDI (human) enzyme inhibition; 350,000 compounds, 0.052% hits; P07237; inhibition, % at 10 µM; PDI insulin aggregation turbidity, A650, 90 min; AID 588391;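 active means mean inhibition across replicates of 30% or more, whatever share of single replicates reach that level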;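 further: absorbance from insulin aggregation driven by PDI reduction with DTT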
Target sequence (P07237 whole entry, looked up): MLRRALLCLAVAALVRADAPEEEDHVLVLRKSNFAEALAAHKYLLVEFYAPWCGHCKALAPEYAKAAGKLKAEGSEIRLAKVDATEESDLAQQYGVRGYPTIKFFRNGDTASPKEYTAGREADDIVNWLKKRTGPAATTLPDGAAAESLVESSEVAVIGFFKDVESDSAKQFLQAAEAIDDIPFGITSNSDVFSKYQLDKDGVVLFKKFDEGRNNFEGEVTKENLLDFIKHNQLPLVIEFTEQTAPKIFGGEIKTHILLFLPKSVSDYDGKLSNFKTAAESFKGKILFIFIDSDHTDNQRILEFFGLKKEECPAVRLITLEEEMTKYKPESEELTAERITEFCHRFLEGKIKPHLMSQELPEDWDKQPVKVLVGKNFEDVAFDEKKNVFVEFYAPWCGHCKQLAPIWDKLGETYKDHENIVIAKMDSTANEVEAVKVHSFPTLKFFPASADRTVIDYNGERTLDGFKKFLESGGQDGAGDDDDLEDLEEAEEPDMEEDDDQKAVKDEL
Shn3 inh set2 = reduces Shn3 3'UTR luciferase signal in osteoblasts; Clone20 osteoblast Shn3 3'UTR firefly luciferase, 24 h; inhibition, % at 12.5 µM; 360,000 compounds, 0.52% hits;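 active means mean inhibition of at least 75% with every replicate also reaching 75%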;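 further: 0% = median of neutral control wells and 100% = pilot-screen positive control compound; some compounds past the cut are filed as inactive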
CaV13 FRET inh = Primary screen for inhibitors of IQ motif and Ca2+-dependent inactivation inhibitor domain binding in CACNA1D, Förster resonance energy transfer in living cells, …; AID 743397; HEK cells, CFP/YFP FRET ICDI-IQ, plate reader, 10 min; percent FRET-ratio fall versus neutral wells; inhibition, % at 12.3 µM; 340,000 compounds, 0.098% hits;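 active means mean replicate inhibition of at least 30% and at least 1% of replicates passing that level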;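 further: 0% = median of the neutral control wells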
NR2E3 ag-1 = activates human photoreceptor nuclear receptor NR2E3 | Q9Y5X4 | GST-NR2E3/biotin-RetCOR TR-FRET, 1536-well | inhibition of corepressor binding, % at 4.78 µM | 320,000 compounds, 0.12% hits | AID 2300;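 active means percent inhibition above the cutoff of mean plus 3 SD of all tested compounds, set per screening campaign, cut at about 20% in these data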;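 further: 0% = DMSO wells and 100% = biotin wells as full block of FRET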
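Material: NR2E3–RetCOR corepressor complex | Quantity: 1.35 nM GST-tagged NR2E3 final | Schedule: 5 h at 4 °C | Replication: Singlicate compound wells | Reagent: RetCOR corepressor, biotinylated, 7 nM | Controls: Biotin wells as high control, 0.6% DMSO wells as low control | Signal: TR-FRET, Eu(K)-anti-GST donor, streptavidin-D2 acceptor, ex 340, em 617/671 nm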
Peg3 prom inh = reduces Peg3 promoter-driven luciferase expression in HeLa; HeLa PEG-Prom luciferase reporter, luminescence, overnight; inhibition, % at 20 µM; 360,000 compounds, 1.7% hits;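 active means inhibition of at least 50% at 20 µM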
iPSC survival up = enhancers of human iPSC single-cell survival. hiPSC single-cell survival, ATPlite luminescence; 100% = ROCK inhibitor wells, 0% = DMSO. survival enhancement, % at 20 µM. AID 602274. 360,000 compounds, 0.044% hits; in the data active means survival enhancement above about 18%;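 further: cells exposed to compounds for 16 hours before the ATP read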
NR2E3 ag-2 = agonists of human NR2E3 nuclear receptor | inhibition of corepressor binding, % at 3.98 µM | AID 602229 | 360,000 compounds, 0.35% hits | Q9Y5X4 | CHO-S Gal4-NCOR/VP16-NR2E3 two-hybrid, luciferase;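 active means inhibition above the mean of all tested compounds plus 3 SD, cut at about 70% in these data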;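 further: 0% = DMSO with NR2E3 transfected cells and 100% = cells lacking NR2E3 construct; higher means lower luciferase signal from less NR2E3 corepressor binding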
m5-HT2A agonist = activates the mouse 5-HT2A serotonin receptor; P35363; CHO-K1 mHTR2A beta-arrestin complementation, luminescence; percent of 30 µM serotonin response; activation, % at 7.6 µM; 360,000 compounds, 0.66% hits;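 active means activation above a run cutoff, the mean activation of all tested compounds plus 3 SD, cut at about 14% in these data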;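 further: 0% = plate median of compound wells and 100% = 30 µM serotonin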
Target sequence (P35363 whole entry, looked up): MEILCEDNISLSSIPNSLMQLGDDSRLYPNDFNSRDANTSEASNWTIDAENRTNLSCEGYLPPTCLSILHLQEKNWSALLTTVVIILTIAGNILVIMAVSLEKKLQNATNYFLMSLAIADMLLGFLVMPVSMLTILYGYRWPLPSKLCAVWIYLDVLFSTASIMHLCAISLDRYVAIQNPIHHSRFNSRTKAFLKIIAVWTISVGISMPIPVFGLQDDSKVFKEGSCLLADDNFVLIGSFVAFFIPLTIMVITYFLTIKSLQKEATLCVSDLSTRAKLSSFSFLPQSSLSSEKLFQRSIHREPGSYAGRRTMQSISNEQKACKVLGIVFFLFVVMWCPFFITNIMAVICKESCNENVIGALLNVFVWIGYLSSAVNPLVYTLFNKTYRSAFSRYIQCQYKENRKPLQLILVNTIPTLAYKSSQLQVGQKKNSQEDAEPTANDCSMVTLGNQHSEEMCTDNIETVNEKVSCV
HIF-2a block = blocks HIF-2a reporter activity. 786-0 RCC cells HIF-2a reporter, luciferase luminescence, overnight. inhibition, % at 18.8 µM. 360,000 compounds, 0.72% hits. AID 624352;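 active means inhibition of the luminescence signal of 40% or more relative to plate controls, in a single-dose primary screen at 18.75 µM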
TRPM1 prom inh = inhibitors of MITF-driven TRPM1 promoter in melanoma cells | SK-MEL-5 TRPM1 promoter luciferase, 24 h | inhibition, % at 12.5 µM | 330,000 compounds, 0.83% hits;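 active means mean inhibition across replicates of 60% or more, whatever share of single replicates reaches that level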; further: values of inactives mirror those of a sister screen read the other way
Starred values were filed as active, the others as inactive; . = no result given; & = joins results of further samples.

Sequence of screens – H9c2 protect	PDI turbidity	Shn3 inh set2	CaV13 FRET inh	NR2E3 ag-1	Peg3 prom inh	iPSC survival up	NR2E3 ag-2	m5-HT2A agonist	HIF-2a block	TRPM1 prom inh
> CSc1ccc(CNC(=O)Cc2ccc(NC(=O)C3=C(C)OCCS3)cc2)cc1
 : -16	-5	-55	-4	-1	-296	-0.6	-161	13	-166	-32
> O=C(c1cccs1)N1CCC(c2ccccc2)C1 (stereo not given)
 : 2	-5	-53	.	-4	-281	1.4	-96	2	-223	-67
> O=C(O)C1CCCN1S(=O)(=O)c1ccc2[nH]c(=O)c(=O)[nH]c2c1 (stereo not given)
 : 3	4	17	-4	-1	5	0.7	-16	0	0	8
> CCc1ccc(Nc2ncc3c(n2)CC(C)(C)CC3=O)cc1
 : 3	-10	-98	-4	9	-334	0.5	-132	-5	-323	-106
> CCN(CC)C(=O)[C@H]1CC(CC(=O)NC/C=C(\C)CCC=C(C)C)C(=O)N2CCc3c([nH]c4ccccc34)[C@]12C (stereo not given in full)
 : 0	-7	5	-5	.	-5	2.4	4	-3	4	3
> COc1cc(CN2CCSCC2)cc(OC)c1OC
 : 0	1	-2	-4	2	4	-3.4	4	-1	13	-5
> Cc1ccc(NS(=O)(=O)c2ccc3c(c2)c(=O)n(C)c(=O)n3C)cc1F
 : 2	-5	36	-3	0	28	-0.3	5	-2	33	9
> Cc1cc(C)n(CCC(=O)Nc2ccc3c(c2)OCCO3)n1
 : -2	-7	1	-6	6	-34	0.6	-13	-4	-31	-31
> C/C(N)=C(/C#N)C(=O)CSc1nnc(-c2ccccc2)n1C
 : 1	3	-20	-2	1	-35	0.3	-17	0	-38	-9
> COC(=O)c1ccc(NC(=O)CNC(=O)C2CCCCC2)c(C)c1
 : -6	2	31	-6	-1	-2	-2.4	-14	4	17	-4
> COc1ccc(OC)c(NC(=O)Nc2nc(CN)cs2)c1
 : 10	-1	-18	-6	.	-18	5.0	22	-2	2	.
> CC1CCCC(C)N1C(=O)c1cc(F)c(F)cc1Cl (stereo not given)
 : -6	11	12	-5	0	-7	-1.5	3	2	20	11
> Cc1ccc(S(=O)(=O)NCC(=O)NCC(=O)OCC(=O)NC(=O)NC(C)(C)C)cc1C
 : 0	-1	-77	-5	2	17	0.7	-39	2	13	-10
> CC(=O)C1=C(O)C(=O)N(c2ccc(O)cc2)C1c1ccc(C)cc1 (stereo not given)
 : -4	-2	-5	-2	-1	3	-0.4	-32	-2	-3	12
> O=C(CCC(=O)c1cccs1)NCc1ccc(Cl)cc1
 : 14	6	7	-1	-1	1	0.3	2	11	14	3
> OC(CNCCc1ccc(C(F)(F)F)cc1)COC(c1ccccc1)c1ccccc1 (stereo not given)
 : -24	-4	32	-16	-3	111*	-0.3	-8	-5	4	5
> CCCCCCCCCCOC(=O)Cn1c(COc2cccc(OC)c2)[n+](C)c2ccccc21
 : -21	-22	79	.	-2	102*	-0.3	-20	-2	0	45
> COc1ccc(NC(=O)c2ccc(F)cc2)cc1S(=O)(=O)Nc1cc(C)ccc1Br
 : -4	15	4	-3	0	54*	-0.8	0	-1	4	10
> CC1=CC2=NC(=O)CC(C)(C(=O)N(CC(=O)NC3CCCC3)c3cc(C)cc(C)c3)N2C=C1 (stereo not given)
 : 0	-3	-5	3	2	1	0.9	8	-5	2	3
> Cc1nn(CC(=O)NCc2ccco2)c(C)c1[N+](=O)[O-]
 : -4	-7	-4	-2	-1	5	3.2	24	-1	8	3
> COc1cc(OC)cc(-c2c(-c3cccs3)c3cc(-c4cnc(OC)nc4)ccc3n2C)c1
 : -1	-3	4	-5	-4	20	-2.9	-23	-4	8	-11
> COc1cc(/C=N\N=C2/SC(CC(=O)O)C(=O)N2c2ccc(O)cc2)ccc1O (stereo not given)
 : 10	-5	-1	.	1	-5	4.8	6	-1	6	4
> COCCn1cc(C(=O)NCc2ccco2)c2c3ccccc3n(C)c2c1=O
 : 18	7	25	-6	-3	12	1.0	6	1	7	-2
> COc1cccc(C2C(=O)c3ccccc3C2=O)c1
 : 8	4	-63	-2	3	4	0.5	-45	-2	6	10
> CCN(C(=O)COC(=O)/C(C#N)=C/c1ccc(N(C)C)cc1)C1CCS(=O)(=O)C1 (stereo not given)
 : 0	-1	-19	-5	.	-132	0.1	-13	-1	-139	-12
> Cc1nn(-c2ccccc2)c(C)c1/C=N/n1c(-c2ccncc2)n[nH]c1=S
 : -6	0	13	4	1	22	0.5	-8	-2	-6	-23
> CC(=O)N1CC(C)Sc2ccc(S(=O)(=O)NC3CCCCC3)cc21 (stereo not given)
 : -14	3	43	-2	-1	10	1.6	41	1	11	-6
> O=C(Nc1ncc2c(n1)CC(c1ccco1)CC2=O)c1ccccc1 (stereo not given)
 : 7	-6	-30	-5	-1	-55	4.3	-40	-3	-89	13
> CN1C(=O)c2ccccc2C(O)c2ccccc21 (stereo not given)
 : -6	12	-2	-5	0	4	0.1	-30	7	15	4
> COc1cc(/C=N/NC(=O)c2ccc(N(C)S(=O)(=O)c3ccccc3)cc2)cc(OC)c1OC
 : 1	-7	0	-5	2	8	3.4	-5	-4	5	19
> CCCCCSc1nc2c(cnn2-c2ccc(F)cc2)c(=O)[nH]1
 : -6	7	6	-5	1	6	-0.3	-3	0	17	-6
> COc1ccc(-c2nc(CS(=O)CC(=O)NC(C)CCc3ccccc3)c(C)o2)cc1OC (stereo not given)
 : 3	8	1	-3	7	10	0.1	-38	1	1	3
> Cc1cc(=O)oc2cc(OS(C)(=O)=O)ccc12
 : -1	4	5	-3	0	14	-1.7	15	4	12	-5
> Cc1ccccc1C(=O)Nc1ccccc1C(=O)N1CCC(C)CC1
 : 4	-2	-3	-3	3	-4	0.1	-15	-3	8	-9
> O=C(COC(=O)c1cncc(Br)c1)Nc1ccc(S(=O)(=O)N2CCOCC2)cc1
 : -3	-5	-4	-11	.	9	0.6	3	3	22	.
> COc1ccc(-n2c(CSc3nc(C)cc(C)n3)nnc2SCC(=O)Nc2nccs2)cc1
 : -5	-2	1	-4	3	14	-0.8	-4	-4	17	-8
> CN(c1ccccc1C(=O)Nc1cccc([N+](=O)[O-])c1)S(=O)(=O)c1ccccc1
 : 7	10	13	-20	.	6	0.4	6	-5	11	7
> Cc1cc(C)c(C(=O)/C=C/c2cccc3ccccc23)c(=O)[nH]1
 : -2	-1	55	-3	-1	96*	-1.8	63	-7	85*	87*
> COc1ccc(-n2nc3c(c2NC(=O)c2ccccc2)CS(=O)(=O)C3)cc1
 : 4	-2	-8	-13	.	2	3.3	-13	-1	6	.
> CCN1CCCC1CNC(=O)C(=O)Nc1ccc(OC)cc1 (stereo not given)
 : -1	-2	-20	-8	2	6	-1.5	-11	0	2	9

Ordered by SMILES length (smallest number first): some entries from above.
Sequence of screens – H9c2 protect	PDI turbidity	Shn3 inh set2	CaV13 FRET inh	NR2E3 ag-1	Peg3 prom inh	iPSC survival up	NR2E3 ag-2	m5-HT2A agonist	HIF-2a block	TRPM1 prom inh
> COc1cccc(C2C(=O)c3ccccc3C2=O)c1
 : 8	4	-63	-2	3	4	0.5	-45	-2	6	10
> O=C(CCC(=O)c1cccs1)NCc1ccc(Cl)cc1
 : 14	6	7	-1	-1	1	0.3	2	11	14	3
> CCN1CCCC1CNC(=O)C(=O)Nc1ccc(OC)cc1 (stereo not given)
 : -1	-2	-20	-8	2	6	-1.5	-11	0	2	9
> Cc1ccccc1C(=O)Nc1ccccc1C(=O)N1CCC(C)CC1
 : 4	-2	-3	-3	3	-4	0.1	-15	-3	8	-9
> Cc1nn(CC(=O)NCc2ccco2)c(C)c1[N+](=O)[O-]
 : -4	-7	-4	-2	-1	5	3.2	24	-1	8	3
> COCCn1cc(C(=O)NCc2ccco2)c2c3ccccc3n(C)c2c1=O
 : 18	7	25	-6	-3	12	1.0	6	1	7	-2
> CSc1ccc(CNC(=O)Cc2ccc(NC(=O)C3=C(C)OCCS3)cc2)cc1
 : -16	-5	-55	-4	-1	-296	-0.6	-161	13	-166	-32
> Cc1nn(-c2ccccc2)c(C)c1/C=N/n1c(-c2ccncc2)n[nH]c1=S
 : -6	0	13	4	1	22	0.5	-8	-2	-6	-23
> COc1ccc(-c2nc(CS(=O)CC(=O)NC(C)CCc3ccccc3)c(C)o2)cc1OC (stereo not given)
 : 3	8	1	-3	7	10	0.1	-38	1	1	3
> CCN(C(=O)COC(=O)/C(C#N)=C/c1ccc(N(C)C)cc1)C1CCS(=O)(=O)C1 (stereo not given)
 : 0	-1	-19	-5	.	-132	0.1	-13	-1	-139	-12
> CC1=CC2=NC(=O)CC(C)(C(=O)N(CC(=O)NC3CCCC3)c3cc(C)cc(C)c3)N2C=C1 (stereo not given)
 : 0	-3	-5	3	2	1	0.9	8	-5	2	3

Next part
Sequence of screens – H9c2 protect	PDI turbidity	Shn3 inh set2	CaV13 FRET inh	NR2E3 ag-1	Peg3 prom inh	iPSC survival up	NR2E3 ag-2	m5-HT2A agonist	HIF-2a block	TRPM1 prom inh
> CCC1Oc2ccccc2N(CC(=O)NCCN2C(C)CCCC2C)C1=O (stereo not given)
 : 1	3	-1	.	0	-1	2.1	-2	2	8	6
> COCCNC(=S)N1CCc2cc(OC)c(OC)cc2C1COc1cc(C)cc(C)c1 (stereo not given)
 : 6	3	21	-15	0	8	1.4	-11	0	22	6
> CCN(CC)CCSc1nnc2c3cc(C)ccc3n(Cc3ccccc3)c2n1
 : -11	9	18	-5	-3	64*	-0.5	30	-11	14	.
> COc1cc(/C=N/NS(=O)(=O)c2ccc(Br)cc2)ccc1O
 : -6	1	-1	-9	1	-5	0.3	-5	-5	4	3
> Cn1c(SCC(=O)NCCNC(=O)CSc2nnc(C(F)(F)F)n2C)nnc1C(F)(F)F
 : 5	1	33	-6	1	4	7.9	-2	-2	-1	-9
> Cc1cc(Cl)ccc1OCC(=O)NCC(=O)N/N=C/c1ccco1
 : -1	11	3	-4	3	3	0.1	-15	1	-2	9
> COc1ccc(CCc2nc(C)ccc2O)cc1
 : -7&-16	-21&14	-20&-7	-6&-4	3&-1	-92&-70	-0.8&-1.5	-16&-20	0&-5	-74&-67	-22&-53
> COc1ccc(C)cc1N(CC(=O)NC1CCCC1)C(=O)Cn1nnc(-c2ccc(C)o2)n1
 : 8	-4	7	-5	.	-11	0.5	-3	8	-20	-1
> Oc1cccc(/C=N/Nc2ncnc3c2ncn3Cc2ccccc2)c1
 : -6	0	-26	-19	0	-107	1.0	-2	0	-99	-44
> Cc1ccc(-c2cc(C(=O)O)n[nH]2)o1
 : 0	0	-1	-5	-3	-8	1.7	-5	-1	16	5
> Cc1ccc(-n2nnc3c(=O)n(CC(=O)c4ccccc4)cnc32)cc1
 : 3	.	18	24	-1	12	-3.2	-45	-2	-5	.
